AMA1 RON2 block: disrupts binding of P. falciparum AMA1 to RON2; AlphaScreen AMA1-biotinylated RON2 peptide binding; Potency, µM (series often up to 58.2 µM), without a hit: at the top dose activity change, negative = inhibition, most hits filed as inhibitors; 360,000 tested, 0.2% active; AID 720542;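 note: potency is the fitted concentration of half-maximal effect; 0% = vehicle wells and -100% = peptide control; nearly all actives have a fitted effect of over 45% in size; some results filed as inactive show a strong effect at the top dose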
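AMA1 (3D7) with his tag at 25 nM final met compounds first, then biotinylated RON2 peptide at 25 nM; detection used donor plus acceptor beads, 10 µg/mL apiece, read by AlphaScreen after 30 min at room temperature.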
AmpC inh detg: inhibitors of E. coli AmpC beta-lactamase with detergent; P00811; AmpC hydrolysis of nitrocefin, absorbance 480 nm, 0.01% Triton; Potency, µM (titrated, usually from 114 µM), inactives show top-dose activity change, negative = inhibition, hits mostly inhibitors; 370,000 tested, 0.041% active; AID 485294;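 note: potency is the fitted concentration of half-maximal effect; 0% = no-compound wells and -100% = no-enzyme wells; nearly all actives have a fitted effect of over 25% in size; some results filed as inactive show a strong effect at the top dose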
Target sequence (P00811 whole entry, looked up): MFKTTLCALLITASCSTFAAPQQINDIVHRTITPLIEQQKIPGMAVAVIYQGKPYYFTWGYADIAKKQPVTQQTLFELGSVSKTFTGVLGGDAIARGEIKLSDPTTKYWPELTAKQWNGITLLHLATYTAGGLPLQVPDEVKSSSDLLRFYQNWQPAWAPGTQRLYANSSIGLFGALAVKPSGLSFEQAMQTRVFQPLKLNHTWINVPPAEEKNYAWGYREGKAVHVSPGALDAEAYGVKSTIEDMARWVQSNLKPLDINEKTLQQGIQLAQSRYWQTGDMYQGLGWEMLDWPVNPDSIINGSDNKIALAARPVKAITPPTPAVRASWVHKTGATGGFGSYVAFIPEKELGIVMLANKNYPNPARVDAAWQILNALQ
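AmpC (5.3 nM in the dispensed reagent) in 20 mM phosphate pH 7.0 with 0.01% (detergent screen) or 0.0001% Triton X-100 was preincubated with compounds for 15 min at room temperature. Nitrocefin was then added from an 800 uM solution, and hydrolysis was followed at 480 nm.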
FBPA Giardia inh: Giardia lamblia aldolase inhibition | purified Giardia FBPA | Potency, µM (doses to about 59.6 µM), for the others: at the top dose activity, negative = inhibition, most hits filed as inhibitors | 290,000 tested, 0.71% active | AID 2451; note: potency is the fitted concentration of half-maximal effect; nearly all actives have a fitted effect of over 55% in size
Target sequence (A8B2U2 whole entry, looked up): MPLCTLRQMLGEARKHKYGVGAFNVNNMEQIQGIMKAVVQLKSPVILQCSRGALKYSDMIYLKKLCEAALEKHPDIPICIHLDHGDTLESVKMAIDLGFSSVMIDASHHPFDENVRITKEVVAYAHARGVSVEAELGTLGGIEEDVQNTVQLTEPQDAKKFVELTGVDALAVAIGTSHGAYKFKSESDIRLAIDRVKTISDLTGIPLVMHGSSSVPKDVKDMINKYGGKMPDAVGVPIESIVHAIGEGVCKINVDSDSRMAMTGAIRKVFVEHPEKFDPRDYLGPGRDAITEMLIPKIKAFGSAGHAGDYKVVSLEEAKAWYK
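Giardia FBPA (40 nM reagent) was preincubated 10 min at RT with compound (up to 57.5 uM final), then substrate plus GAPDH/TPI/NAD/arsenate coupling system with diaphorase/resazurin was added; resorufin fluorescence (525/598 nm) was read after 20 min.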
Sm TGR block: inhibitors of Schistosoma mansoni thioredoxin glutathione reductase; Potency, µM (series often up to 114 µM), inactives show top-dose activity change, negative = inhibition, usual class: inhibitors; 360,000 tested, 3% active; Q962Y6; purified TGR, DTNB reduction, TNB absorbance 405 nm; note: potency is the fitted concentration of half-maximal effect; nearly all actives have a fitted effect of over 60% in size
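Kinetic colorimetric format: TGR-catalysed, NADPH-driven DTNB reduction monitored via TNB absorbance. Enzyme dispensed at 20 nM; compound exposure 15 min at room temperature before reaction start.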
AmpC inh no detg: blocks E. coli AmpC beta-lactamase in detergent-free assay. AmpC nitrocefin hydrolysis, absorbance 480 nm, 0.0001% Triton. 330,000 tested, 0.52% active. Potency, µM (highest dose often 57.1 µM), for inactives: at the highest dose activity change, negative = inhibition, usual class: inhibitors. AID 485341. P00811;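 note: potency is the fitted concentration of half-maximal effect; plate controls were no compound for no effect and no enzyme for full effect; nearly all actives have a fitted effect of over 20% in size; some results filed as inactive show a strong effect at the top dose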
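20 mM phosphate pH 7.0 + 0.01% (detergent screen) or 0.0001% Triton X-100; 5.3 nM AmpC reagent; cpd preinc 15 min RT; nitrocefin (800 uM stock) to start; A480 q20 s × 4 min; Activity was normalised to no-enzyme and no-compound control wells.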
HCMV inh: blocks human cytomegalovirus replication; 410,000 tested, 4.5% active; activity change, negative = inhibition, % at 57.5 µM; HFF cells, HCMV-luciferase reporter, 72 h; hits give low values; in the data active = activity change below about -60%; inconclusive = no clear call, values can overlap the other calls; inactive = above about -39%
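Steps: HFFs plated, 16 h 37C; compounds added; HCMV-luciferase added to MOI 1 PFU/cell; 72 h 37C; OneGlo reagent, 5 min room temperature; luminescence read, normalized to controls.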
* hit, by the source's call; ? = inconclusive; / = no result given; & = joins results of further samples; [ ] = remark or other dose. Unless noted, calls come from the whole dose curve; as a rule, active = well fitted curve in the direction sought with a large enough effect; inconclusive = small, poorly fitted or top-dose-only effect, or another doubt; inactive = no such curve, though single readings can be large; an effect the other way counts as inactive or inconclusive. Unless noted, % is set by controls: 0 for no effect and ±100 for the full control effect. Not a hit list (roughly 7.8% active in at least one column).

SMILES | AMA1 RON2 block | AmpC inh detg | FBPA Giardia inh | Sm TGR block | AmpC inh no detg | HCMV inh
Cc1c(C(=O)N/N=C/c2cccnc2)nnn1-c1nonc1N | 3% | 6% | -6% | -1% | 3% | -8
O=C(Nc1ccc(S(=O)(=O)Nc2ncccn2)cc1)c1cccc(S(=O)(=O)N2CCOCC2)c1 | -2% | 7% | 16% | 4% | -8% | 15
Cc1cc(C)c(C(=O)CSc2nnc(C)c(=O)[nH]2)cc1C | 9% | 1% | 21% | 1% | -22% | -27
Cc1ccc(C)c(NC(=O)c2ccc(OCc3c(C)noc3C)cc2)c1 | -9% | 7% | / | -7% | -9% | -19
CN(C)C(=N)c1n[nH]nc1SCc1ccc(Cl)c(Cl)c1 | -13% | 5% | -21% | -21% | 0% | 5
Cc1ccc(-c2nc3sccn3c2Nc2ccc(C)c(C)c2)cc1 | / | 17% | / | -1% | / | 90
COc1cccc2cc(-c3nc(Cl)c4c5c(sc4n3)CC(C)CC5)c(=O)oc12 (centres undefined) | / | -6% | / | -1% | / | 8
N#Cc1ccc(Cl)cc1NC(=O)COC(=O)[C@H](CCC(N)=O)NC(=O)c1ccc(F)cc1 | 0% | 5% | 1% | 13% | 16% | 71
COc1ccc(-c2c(C)c3ccc(O)c(CN4CCC(C)CC4)c3oc2=O)cc1OC | / | 20% | / | 7% | / | 6
COc1cccc(C2=CC(c3ccccc3)n3ncnc3N2)c1 (centres undefined) | / | -1% | 9% | 14µM* | -4% | /
O=c1nc(N2CCCCC2)nc(Nc2ccccc2)[nH]1 | -1% | 3% | -8% | -9% | -23% | -6
Cc1cc(C(=O)Nc2cccc3ccccc23)co1 | 1% | -2% | / | -8% | -32% | -2
COc1ccccc1C(=O)Nc1cccc(N(C)S(C)(=O)=O)c1 | 9% | -14% | -1% | 2% | -3% | 50
COc1ccc(-c2nc(SCC(=O)N3CCCCC3C)n[nH]2)cc1 (centres undefined) | / | 4% | / | 0% | / | 2
Cc1cc(C)cc(C(=O)N/N=C/c2ccoc2)c1 | 122%[activator] | 8% | / | -22% | -7% | -9
CCCC12CN(C(=O)c3ccc(OC)cc3)CC(C)(CN(C(=O)c3ccc(OC)cc3)C1)C2=O | 4% | -11% | 1% | -32% | 60% | 0
COc1ccc(CCNC(=O)CS(=O)Cc2nc(-c3ccccc3Cl)oc2C)cc1OC (centres undefined) | 8% | 0% | / | 56µM* | 90%[activator] | -16
COc1cc2nc(C3CCC3)n(NC(=O)C3CCCC(OC)C3)c(=O)c2cc1OC (centres undefined) | -5% | ? | 3% | -2% | 37% | 36
Cc1ccc(S(=O)(=O)Oc2ccc(/C=N/NC(=O)c3nn(C)cc3Cl)cc2)cc1 | 5% | -11% | -1% | -11% | -10% | ?
COc1ccc(NC(=O)COC(=O)Cc2coc3cc(OC)ccc23)c(OC)c1 | 0% | / | / | / | -5% | -9
C(=N\Nc1ncnc2sc3c(c12)CCC3)/c1ccncc1 | 12% | ? | -1% | 11% | 2% | ?
O=C(COC(=O)c1ccccc1Br)Nc1ccccc1F | 19% | 5% | 0% | 3% | -33% | ?
C/C=C/c1ccc(OCC(=O)NNC(=O)CN(C)S(=O)(=O)c2ccc(C)cc2)c(OC)c1 | 92%[activator] | / | / | / | 49% | 0
O=C(NCCc1ccc2c(c1)OCCO2)c1cc(S(=O)(=O)N2CCCC2)ccc1Cl | -8% | 6% | / | 5% | -9% | -19
Cc1c(C(=O)O)[nH]c2c1C(=O)CC(c1ccc(C(C)(C)C)cc1)C2 (centres undefined) | -15% | 0% | 3% | 2% | -14% | 113

Compound profiles, from the list above. Order of values: AMA1 RON2 block	AmpC inh detg	FBPA Giardia inh	Sm TGR block	AmpC inh no detg	HCMV inh
Record of `O=C(COC(=O)c1ccccc1Br)Nc1ccccc1F` = 19%	5%	0%	3%	-33%	?
Record of `COc1ccccc1C(=O)Nc1cccc(N(C)S(C)(=O)=O)c1` = 9%	-14%	-1%	2%	-3%	50
Record of `CCCC12CN(C(=O)c3ccc(OC)cc3)CC(C)(CN(C(=O)c3ccc(OC)cc3)C1)C2=O` = 4%	-11%	1%	-32%	60%	0
Record of `C(=N\Nc1ncnc2sc3c(c12)CCC3)/c1ccncc1` = 12%	?	-1%	11%	2%	?
Record of `Cc1ccc(-c2nc3sccn3c2Nc2ccc(C)c(C)c2)cc1` = /	17%	/	-1%	/	90

More structures follow.
SMILES | AMA1 RON2 block | AmpC inh detg | FBPA Giardia inh | Sm TGR block | AmpC inh no detg | HCMV inh
CC(C)CCNC(=O)CN(C(=O)CCC(=O)Nc1ccccn1)c1ccc2c(c1)OCO2 | 6% | ? | -1% | -5% | -5% | 5
C/C(=C1/SC(N2CCCC2)=NC1=O)c1ccc(Br)cc1 | -6% | 5% | 5% | -25% | 83%[activator] | -5
CC1CCCC(C)N1C(=O)COC(=O)C1CCN(S(=O)(=O)c2ccc3c(c2)OCCO3)CC1 (centres undefined) | 13% | ? | / | 39%[activator] | 161%[activator] | -23
Cc1ccc(CNC(=O)CO/N=C/c2ccc(C(C)(C)C)cc2)cc1 | -2% | 0% | 4% | 5% | 2% | 6
O=C1Cn2c(nc3ccccc32)-c2ccccc2N1 | 9% | -5% | 3% | -16% | -25% | -1
CCOc1ccccc1N(CC(=O)Nc1cc(OC)ccc1OC)S(=O)(=O)c1ccccc1 | -13% | ? | -2% | 3% | 2% | -102*
Cc1cc(NC(=O)CSc2nc(N)c(NC(=O)c3ccccc3F)c(=O)[nH]2)no1 | 0% | 6% | / | -2% | -1% | -36
CN1N=C(/C=C/c2ccccc2)CCC1=O | 13% | 8% | 1% | 7% | -6% | 28
COc1cc(/C=C2\C(=N)N3N=CSC3=NC2=O)cc(Br)c1OC(=O)c1ccco1 | 27% | -3% | -6% | -2% | -30% | -11
Cc1ccc(NC(=O)CSc2nc(=O)cc(N)n2-c2ccccc2)cc1 | 9% | 12%&2% | 0% | 7% | -4% | 9&39
O=c1c(S(=O)(=O)c2ccccc2)cn(Cc2ccc(F)cc2)c2cc(N3CCCCC3)c(F)cc12 | / | 1% | / | -2% | / | -3
Cc1c(Cl)c([N+](=O)[O-])nn1CCCC(=O)Nc1cccnc1 | -3% | -3% | -4% | 3% | -22% | ?
COc1ccccc1CN(C)C(=O)COC(=O)c1cc(C)oc1C | 0% | -14% | / | -27% | 0% | -24
O=C(COC(=O)COc1ccc2ccccc2c1)Nc1cc(C(F)(F)F)ccc1N1CCOCC1 | 0% | ? | -4% | -1% | 38% | -12
Cc1ccc(C)c(N2C(=O)CC(Cc3ccc(Cl)cc3)C2=O)c1 (centres undefined) | -5% | 3% | 9% | 0% | -3% | 17
O=C(NCc1ccco1)c1ccc(Cn2c(=O)c3sccc3n(Cc3ccc(F)cc3)c2=O)cc1 | -8% | ? | 12% | 2% | -21% | -24
CN(CC(=O)Nc1cccc(F)c1)S(=O)(=O)c1ccc2c(c1)n(C)c(=O)c(=O)n2C | / | 8% | / | -2% | / | 25
Cc1ccc2nc(-c3ccc(NS(=O)(=O)c4ccc(F)c(F)c4)cc3)sc2c1 | 8% | 9% | 8% | 3% | -21% | 54
CCc1ccc(NC(=O)c2ccc(NS(=O)(=O)c3c(C)noc3C)cc2)cc1 | / | 3% | / | 3% | / | -9
N#CC1=C(N)Oc2cc(N)ccc2C1c1ccsc1 (centres undefined) | 0% | -10% | 1% | -14% | -13% | -37
Cc1cc(C)c2nncn2n1 | -2% | 1% | 13% | 7% | -3% | -6
O=C(Nc1ccccc1)c1cccc(S(=O)(=O)Oc2ccc([N+](=O)[O-])cc2)c1 | 0% | 3% | -5% | -1% | ? | -14
NS(=O)(=O)c1ccc(CCNc2ccccc2[N+](=O)[O-])cc1 | -28% | -9% | 3% | 4% | -19% | 31
CC(=O)NCCC(Cc1ccccc1)c1ccco1 (centres undefined) | -9% | -4% | 1% | ? | 29% | -9
O=C(Nc1ccc(Cl)c(Cl)c1)c1cccc(S(=O)(=O)NCc2cccnc2)c1 | 18% | -10% | 9% | 7% | -17% | -95*

Structural class: the compounds so far with an NH in an aromatic ring.
SMILES | AMA1 RON2 block | AmpC inh detg | FBPA Giardia inh | Sm TGR block | AmpC inh no detg | HCMV inh
Cc1cc(C)c(C(=O)CSc2nnc(C)c(=O)[nH]2)cc1C | 9% | 1% | 21% | 1% | -22% | -27
CN(C)C(=N)c1n[nH]nc1SCc1ccc(Cl)c(Cl)c1 | -13% | 5% | -21% | -21% | 0% | 5
O=c1nc(N2CCCCC2)nc(Nc2ccccc2)[nH]1 | -1% | 3% | -8% | -9% | -23% | -6
COc1ccc(-c2nc(SCC(=O)N3CCCCC3C)n[nH]2)cc1 (centres undefined) | / | 4% | / | 0% | / | 2
Cc1c(C(=O)O)[nH]c2c1C(=O)CC(c1ccc(C(C)(C)C)cc1)C2 (centres undefined) | -15% | 0% | 3% | 2% | -14% | 113
Cc1cc(NC(=O)CSc2nc(N)c(NC(=O)c3ccccc3F)c(=O)[nH]2)no1 | 0% | 6% | / | -2% | -1% | -36

More records follow.
SMILES | AMA1 RON2 block | AmpC inh detg | FBPA Giardia inh | Sm TGR block | AmpC inh no detg | HCMV inh
Cc1ccc(NC(=O)C2CCN(S(=O)(=O)c3cnc[nH]3)CC2)cc1C | 8% | -1% | -1% | -2% | -8% | ?
CCCNC(=O)COC(=O)/C(C#N)=C/c1cc(C)n(CCC)c1C | 0% | 3% | 2% | 5% | 0% | ?
CC(=O)Nc1cccc(NC(=O)CSc2ccc(C(F)(F)F)cc2[N+](=O)[O-])c1 | 36%[activator] | 5% | 22% | -3% | 6% | ?
Cc1ccc(NC(=O)CCC(=O)NNS(=O)(=O)c2ccccc2)c(C)c1 | -5% | ? | 0% | -23% | -22% | -23
Cc1ccccc1N1CCN(C2CCCN(C(=O)CCN3CCCCO3)C2)CC1 (centres undefined) | 13% | ? | 7% | -9% | 69%[activator] | 22
COc1ccc(CC(=O)OCC(=O)c2ccc(S(=O)(=O)N3CCCCC3)cc2)cc1 | -6% | 0% | / | 2% | -21% | 8
C/C(=N/NC(=O)c1cccs1)c1cccc(NC(=O)C2CC2)c1 | -11% | -14% | 0% | 2% | -32% | 22
CCOC(=O)C1=C(C)NC(=S)NC1c1ccc(OCC(=O)N2CCCCCC2)c(OC)c1 (centres undefined) | 8% | 1% | -15% | -8% | 3% | 2
Cc1ccc(S(=O)(=O)NC(=O)Nc2ccccc2)cc1 | 2% | -7% | 2% | 0% | 1% | -21

Some entries already given with just FBPA Giardia inh.
Compound,FBPA Giardia inh
CCCNC(=O)COC(=O)/C(C#N)=C/c1cc(C)n(CCC)c1C,2%
CC(=O)Nc1cccc(NC(=O)CSc2ccc(C(F)(F)F)cc2[N+](=O)[O-])c1,22%
Cc1ccc(NC(=O)CCC(=O)NNS(=O)(=O)c2ccccc2)c(C)c1,0%
